Assay outcomes: PubChem, National Center for Advancing Translational Sciences (NCATS)
RXFP1 antagonist – blocks the human relaxin receptor RXFP1. 350,000 compounds, 0.59% hits. HEK293-RXFP1, relaxin-stimulated cAMP HTRF, 30 min; active compounds read low. AID 1259400. activity change, negative = inhibition, % at 57.5 µM;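 active = activity change of -60% or lower, but not beyond a set lower limit; inconclusive = change between -60% and -40%, or beyond the set limit; inactive = change above -40%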; also: % is scaled to controls: 0 for no effect and ±100 for the full control effect
Vif-A3G inh – Vif-A3G binding inhibition; AID 602310; HeLa A3G-eYFP + Vif (tagged APOBEC3G with the HIV-1 protein that degrades it), YFP fluorescence, overnight; Potency, µM (series often up to 46.1 µM), for inactives: top-dose activity, negative = active, most hits filed as inhibitors; Q9HC16; 410,000 compounds, 0.076% hits;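 also: potency is read from the fitted curve at half-maximal effect; % is scaled to controls: 0 for no effect and ±100 for the full control effect; nearly all actives have a fitted effect of over 60% in size; hits raise eYFP signal because A3G escapes Vif-driven loss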
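HeLa cells stably expressing Vif and C-terminally eYFP-tagged A3G, seeded overnight at 37 deg C, then exposed to compound by pintool overnight at 37 deg C. Rise in yellow fluorescence (Ex 488/Em 500-530, Acumen) marks blocked Vif-driven A3G degradation.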
RXFP1 agonist – activates the human relaxin receptor RXFP1. Q9HBX9. HEK293T-RXFP1 cAMP TR-FRET, 30 min; response scale: percent of porcine relaxin response, buffer zero. Potency, µM (doses to about 57.5 µM), for the others: at the highest dose activation, actives largely listed as activators. 370,000 compounds, 0.3% hits. AID 2676; also: potency is read from the fitted curve at half-maximal effect; % is scaled to controls: 0 for no effect and ±100 for the full control effect; nearly all actives have a fitted effect of over 60% in size; many of its hits are not listed in these tables
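HEK293T cells stably expressing RXFP1 were pretreated with the PDE4 inhibitor Ro 20174, exposed to compounds for 30 min at 37C, lysed, and cAMP was read by TR-FRET. Data normalized to buffer (basal) and 29 nM porcine relaxin (100%).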
D1 antag – antagonists of human D1 dopamine receptor. HEK293 TREx D1 cells, calcium flux, dopamine EC80; active compounds read low. activity change, negative = inhibition, % at 10 µM. 360,000 compounds, 3.2% hits. AID 504652; in the data active = activity change below about -30%; also: % is scaled to controls: 0 for no effect and ±100 for the full control effect
Target sequence (P21728 whole entry, looked up): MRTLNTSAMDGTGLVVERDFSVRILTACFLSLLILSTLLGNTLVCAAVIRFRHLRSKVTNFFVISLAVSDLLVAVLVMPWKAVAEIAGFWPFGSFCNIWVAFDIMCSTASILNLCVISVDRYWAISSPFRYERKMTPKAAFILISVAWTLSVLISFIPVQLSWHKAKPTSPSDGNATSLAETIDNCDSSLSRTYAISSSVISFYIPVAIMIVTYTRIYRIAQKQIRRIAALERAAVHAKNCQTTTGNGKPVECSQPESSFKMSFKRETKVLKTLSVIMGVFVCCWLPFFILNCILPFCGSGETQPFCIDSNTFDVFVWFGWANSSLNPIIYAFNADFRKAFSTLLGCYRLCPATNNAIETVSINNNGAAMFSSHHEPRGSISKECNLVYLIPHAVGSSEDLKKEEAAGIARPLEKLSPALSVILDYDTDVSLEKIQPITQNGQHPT
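Tetracycline-induced HEK293 Trex D1 cells, force-coupled to calcium, dye-loaded; compounds added and read 180 s, then EC80 dopamine added and calcium flux tracked kinetically another 180 s.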
Vif-APOBEC3F blk – blocks the Vif interaction with APOBEC3F; Potency, µM (titrated, usually from 46.1 µM), for inactives: at the top dose activity, negative = active; HeLa A3F-eYFP + Vif (tagged APOBEC3F with the HIV-1 protein that degrades it), YFP fluorescence increase; 390,000 compounds, 0.2% hits; also: potency is read from the fitted curve at half-maximal effect; % of control where 0% means no effect; nearly all actives have a fitted effect of over 65% in size
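HeLa cells stably expressing Vif plus C-terminally eYFP-tagged A3F were seeded, incubated overnight at 37 deg C, dosed with compound, incubated overnight again at 37 deg C. Yellow fluorescence (Ex 488/Em 500-530) reported blocked Vif-mediated A3F-eYFP degradation.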
D1 ag – activates the human D1 dopamine receptor. P21728. HEK293 T-REx D1 cells, calcium flux, agonist mode. activation, % at 2 µM. 360,000 compounds, 1% hits. AID 504660; in the data active = activation above about 30%; also: 0% is about no effect
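Agonism was scored from calcium flux recorded over 180 s (1 read/s) after pintool compound addition, following a 10-cycle baseline. Cells were inducible force-coupled HEK293 TREx D1, plated overnight at 30 C and loaded with no-wash calcium dye.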
D1 potentiator – potentiators of human D1 dopamine receptor; HEK293 TREx D1 cells, calcium flux, dopamine EC20 potentiation; potentiation, % at 10 µM; 360,000 compounds, 0.036% hits; AID 504651; in the data active = potentiation above about 30%; also: 0% is about no effect
GRP78 ERSR act – inducers of ER stress response in human glioma cells; 420,000 compounds, 0.02% hits; U87-MG GRP78 promoter luciferase reporter, 16 h; AID 602332; Potency, µM, inactives show top-dose activation, most hits filed as activators; also: potency is read from the fitted curve at half-maximal effect; series mostly up to about 76 µM; % of control where 0% means no effect; nearly all actives have a fitted effect of over 35% in size
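Stably transfected U87-MG glioma cells carrying a GRP78-based luciferase sensor; 16 h compound incubation. Luminescence end-point read 10 min after Bright-Glo addition at room temperature.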
D2 potentiator – D2 dopamine receptor (human) potentiation; potentiation, % at 10 µM; HEK293 T-REx D2, calcium flux, EC20 dopamine potentiation; P14416; 340,000 compounds, 0.34% hits;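 active = potentiation over 3 SD above the plate norm, cut at about 30% in these data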; also: 0% is about no effect
Target sequence (P14416 whole entry, looked up): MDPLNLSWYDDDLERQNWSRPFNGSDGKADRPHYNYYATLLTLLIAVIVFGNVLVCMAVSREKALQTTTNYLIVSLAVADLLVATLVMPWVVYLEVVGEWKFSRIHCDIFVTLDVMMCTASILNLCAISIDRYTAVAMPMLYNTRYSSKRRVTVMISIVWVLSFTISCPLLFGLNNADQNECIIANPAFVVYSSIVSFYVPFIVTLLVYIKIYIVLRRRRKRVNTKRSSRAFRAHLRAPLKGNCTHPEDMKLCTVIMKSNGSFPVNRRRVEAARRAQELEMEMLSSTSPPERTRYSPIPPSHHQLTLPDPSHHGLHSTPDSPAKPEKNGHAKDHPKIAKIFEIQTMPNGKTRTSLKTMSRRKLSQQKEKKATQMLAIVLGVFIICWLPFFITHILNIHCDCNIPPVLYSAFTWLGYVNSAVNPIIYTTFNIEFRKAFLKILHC
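Tetracycline-induced HEK293 T-REx cells force-coupled to calcium signalling expressed D2; compounds were pin-added after a 10 s baseline, read kinetically 180 s, then an EC20 dopamine challenge followed with a further 180 s calcium read.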
* marks the source's active call; other numbers are inactive results; ? = inconclusive; . = no result given. Unless noted, calls follow the shape of the dose curve; as a rule, active = well fitted curve in the direction sought with a large enough effect; inconclusive = small, poorly fitted or top-dose-only effect, or another doubt; inactive = no such curve, though single readings can be large; an effect the other way counts as inactive or inconclusive. A portion of the library (hit frequency here may not be typical).

Each structure is followed by: GRP78 ERSR act, RXFP1 antagonist, D1 antag, Vif-APOBEC3F blk, RXFP1 agonist, D2 potentiator, Vif-A3G inh, D1 potentiator, D1 ag
> CC(SCc1ccccc1)C(=O)N/N=C/c1cc2c(cc1Br)OCO2 (configuration not stated)
  -4.5%, 4.3, -16.8, ., 3.9%, 1.4, -0.8%, -2.2, 9.3
> Cc1cc(C)c2cc(C)c(SCC(=O)NCc3ccco3)nc2c1
  -4.5%, -11.0, 4.1, -18.1%, 8.9%, -1.0, ?, -6.0, 8.4
> Cc1cc(C)cc(NC(=O)NCc2nnc(SCc3ccccc3)n2C)c1
  -5.7%, 4.0, -7.1, ., -1.2%, -7.5, 0.4%, -3.5, 1.3
> CCc1cc2c(cc3c(=O)n(CC(=O)N4CCN(c5cccc(C)c5C)CC4)nc(CC)n32)s1
  -2.0%, 6.4, -18.6, 5.9%, -0.6%, 0.3, -1.4%, -5.4, -1.0
> Fc1ccc(-c2csc(=S)[nH]2)cc1
  -0.9%, -6.9, ., ?, 3.9%, -2.4, -1.4%, -2.0, 0.0
> COc1cccc(NC(=O)N2CCc3ccccc3C2)c1
  4.4%, 4.9, -1.4, 4.0%, 0.8%, 2.4, 0.8%, -0.5, 8.0
> O=C(O)CNC(=O)c1ccccc1Br
  -1.8%, -11.5, -2.4, -16.1%, 1.3%, 6.2, -4.1%, -6.8, 1.0
> Clc1ccc(-c2nc3ccccc3nc2-c2ccccc2)cc1
  -5.0%, -20.2, 1.5, -46.8%, 4.6%, 11.3, -1.4%, -1.1, 1.1
> Cc1ccc(C(=O)OCC(=O)N2CC(C)CC(C)C2)cc1S(=O)(=O)N1CCOCC1 (configuration not stated)
  -3.7%, -0.9, 9.5, 2.5%, 1.7%, 2.7, -5.4%, 1.7, 2.2
> O=C1Nc2cc3c(cc2C1=O)sc1ccccc13
  4.6%, -9.9, -12.4, -12.4%, -0.4%, -5.9, -26.0%, -1.1, -1.1

Carrying on.
Each structure is followed by: GRP78 ERSR act, RXFP1 antagonist, D1 antag, Vif-APOBEC3F blk, RXFP1 agonist, D2 potentiator, Vif-A3G inh, D1 potentiator, D1 ag
> COc1ccc2c(c1)c(=O)c(C(=O)c1ccc(F)cc1)cn2CC(=O)Nc1ccc2c(c1)OCO2
  -1.5%, ., 9.7, ?, 11.0%, -18.1, 2.8%, 2.2, 5.3
> COc1ccc(Cl)cc1NC(=S)N(Cc1ccc(C(=O)O)cc1)Cc1ccc(OC)c(OC)c1
  1.6%, -1.4, -4.1, 6.7%, -0.8%, 19.6, -6.7%, -6.2, 5.5
> CCCC1=C([O-])C2N=CC=CC2=[N+](c2ccccn2)C1=O (configuration not stated)
  -2.9%, -4.0, 11.5, -20.1%, 2.8%, 6.1, 0.3%, -7.3, 1.1
> Cc1cc(NC(=O)CSc2nnc(C3COc4ccccc4O3)o2)no1 (configuration not stated)
  -1.1%, -9.3, 6.6, -3.4%, 0.0%, 2.1, 1.1%, -5.6, 4.0
> COc1ccc(CN=C(NS(=O)(=O)c2cccs2)SC)cc1
  -3.4%, 11.9, 0.1, 3.4%, 0.8%, -7.7, -5.1%, -0.6, 3.7
> Cc1onc(-c2ccccc2Cl)c1C(=O)Nc1ccc(-n2nncc2C(C)(C)C)cc1
  -4.0%, -5.2, -16.3, -6.2%, 0.0%, -1.4, 1.4%, 5.2, 6.1
> O=C(Cn1nc(C(F)(F)F)c2c1CCCC2)Nc1ccc(F)c(Cl)c1
  -6.1%, ., -19.0, 1.0%, 9.4%, -1.1, -12.7%, 1.2, 19.3
> O=C(NC1=NCCS1)c1cccc(N2C(=O)c3ccccc3C2=O)c1
  -3.8%, -0.2, -13.5, 2.8%, 0.7%, ., 0.0%, -2.6, 1.9
> Clc1cccc(CSc2nnc(-c3cccnc3)n2Cc2ccco2)c1
  -1.4%, 5.9, -3.9, -1.4%, -0.1%, 7.3, 3.4%, 5.2, 2.1
> COc1cc(-c2noc(CCCC(=O)NC3CCCCC3)n2)cc(OC)c1OC
  -2.0%, 22.1, -10.1, -2.0%, 0.4%, 3.9, -7.8%, -0.6, 0.6

(next part)
Each structure is followed by: GRP78 ERSR act, RXFP1 antagonist, D1 antag, Vif-APOBEC3F blk, RXFP1 agonist, D2 potentiator, Vif-A3G inh, D1 potentiator, D1 ag
> O=C1C2CC=CCC2C(=O)N1c1ccc(NCCc2ccc(O)cc2)c([N+](=O)[O-])c1 (configuration not stated)
  9.9%, -5.6, -18.1, 0.3%, -0.5%, -4.5, 0.4%, -5.6, 14.9
> CN(C)C(CNC1CC(C)(C)NC(C)(C)C1)c1cccc(F)c1 (configuration not stated)
  -1.6%, -17.8, -4.9, 13.4%, -1.4%, ., 2.4%, 1.8, -0.2
> COc1ccccc1OCCNC1CCCC1
  0.2%, -9.0, -5.7, 10.3%, -2.5%, 4.8, 0.6%, -8.4, 2.2
> CC(C)CN1C(=O)C(=O)N(CC(=O)NC2CCCc3ccccc32)C1=O (configuration not stated)
  -3.5%, 9.3, -1.6, 17.7%, -1.3%, 4.6, -4.9%, -3.5, 0.7
> COCCN1C(=O)N(c2cccc(C)c2)C(=O)C1CC(=O)Nc1cc(OC)cc(OC)c1 (configuration not stated)
  -2.6%, -0.3, 0.0, 1.3%, 1.1%, 5.5, -11.9%, -0.8, 5.2
> CCn1c2c(c(=O)n3ncc(C(=O)Nc4cc(Cl)ccc4OC)c13)CN(Cc1ccc(OC)cc1)CC2
  -4.1%, 5.0, 23.9, -0.5%, 2.9%, 10.8, -4.8%, 3.8, 5.0
> COC(=O)C1=CN(Cc2ccc(OC)c(OC)c2)C=C(C(=O)OC)C1c1cccs1
  4.2%, 2.3, 6.6, 3.9%, -0.6%, 12.9, 6.7%, 3.9, 3.5
> CCN(CC(=O)Nc1ccccc1OC)C(=O)/C=C/c1cccs1
  1.6%, -68.8*, -7.3, -6.4%, 0.7%, -8.1, -0.3%, 3.6, 0.8
> CCN1CCN(C(C(=O)NC2CCCC2)c2ccc(Cl)cc2)CC1 (configuration not stated)
  -2.8%, ., -37.5*, -11.9%, 2.6%, -23.8, -3.5%, -3.5, 0.7
> O/N=C/c1nc2cc(Cl)ccc2o1
  6.1%, -13.4, -5.9, 3.1%, 2.2%, -1.4, -3.2%, -0.7, 1.8

Additional records.
Each structure is followed by: GRP78 ERSR act, RXFP1 antagonist, D1 antag, Vif-APOBEC3F blk, RXFP1 agonist, D2 potentiator, Vif-A3G inh, D1 potentiator, D1 ag
> O=C(Nc1ccc(Cl)c(C(F)(F)F)c1)NC1CC2CCCC(C1)N2Cc1ccccc1 (configuration not stated)
  -4.3%, -26.8, -7.0, 2.1%, 0.3%, ., -6.5%, -5.8, 12.4
> CCc1ccc(CNC(=O)c2cnc3sc(N4CCCC4)nn3c2=O)cc1
  -3.0%, -0.7, -14.6, 0.5%, 1.5%, 13.5, -4.4%, -4.2, 0.4
> COc1ccc(-c2cc(-c3ccc(O)cc3)nc(N)c2C#N)cc1OC
  -6.5%, 33.2, 15.7, -3.5%, 4.2%, ., ?, -2.6, -0.3
> COc1cccc(NC(=O)CCNC(=O)N2CC(=O)Nc3ccccc32)c1
  4.1%, 2.8, 11.7, -5.7%, -1.7%, -10.7, 1.6%, -3.8, 0.8
> COc1ccc(C(=O)/C=C/Nc2ccc(S(=O)(=O)Nc3nc(C)cc(C)n3)cc2)c(OC)c1
  1.1%, -1.4, 4.3, -4.8%, -2.5%, -2.7, -14.0%, 1.5, 1.7
> COc1ccc(CCNC(=O)c2cc3c(=O)n4ccccc4nc3n(CC3CCCO3)c2=N)cc1OC (configuration not stated)
  -0.8%, ., 9.4, 10.0%, 6.1%, -3.6, -3.1%, -5.0, -0.5
> CCCc1cc(=O)[nH]c(SCC(=O)Nc2ccc(Cl)c(S(=O)(=O)N3CCOCC3)c2)n1
  -3.8%, -3.0, -9.9, -3.1%, -0.3%, -1.7, -8.5%, -0.2, 0.1
> CCCCOC(=O)c1ccc(Nc2nc3ccc(C)cc3n3cnnc23)cc1
  -1.5%, ., -2.6, -8.7%, 2.6%, -2.1, -2.3%, -2.6, -0.4
> Cc1ccc(NC(=O)COc2cccnc2[N+](=O)[O-])cc1S(=O)(=O)N1CCOCC1
  -1.9%, 1.7, 2.0, -4.3%, 3.2%, ., 0.4%, -8.1, 5.1
> Cc1onc(-c2c(Cl)cccc2Cl)c1C(=O)NN1CCCCCC1
  -4.3%, -16.8, -1.4, 1.5%, 0.4%, 1.8, -0.8%, 1.9, 2.0

Next part.
Each structure is followed by: GRP78 ERSR act, RXFP1 antagonist, D1 antag, Vif-APOBEC3F blk, RXFP1 agonist, D2 potentiator, Vif-A3G inh, D1 potentiator, D1 ag
> O=S(=O)(O)c1nnc2sc3ccccc3n12
  -4.1%, 9.1, -35.6*, -1.5%, -0.4%, -2.6, -1.1%, -1.7, 2.3
> O=C(N/C(=C\c1ccc(Br)cc1)C(=O)N1CCCC1)c1ccccc1F
  -0.1%, 15.8, 10.9, 1.3%, 0.6%, -10.8, 1.7%, 2.1, 1.5
> Cn1nnnc1SCC(=O)Nc1ccccc1C(=O)NCc1ccccc1
  -0.8%, -8.5, 7.7, 0.2%, 0.3%, 7.0, -11.6%, 0.9, -3.5
> CC(C)(C)Nc1nc(N)nc(Cl)n1
  -3.7%, 9.1, -0.8, ?, 0.2%, 10.1, -8.2%, 1.4, 3.2
> CC(Oc1ccccc1)C(=O)NC1CCSc2ccccc21 (configuration not stated)
  -0.5%, 0.5, 20.6, 1.2%, 1.1%, 2.2, -1.8%, -1.1, -1.1
> O=C1C2C3CCC(O3)C2C(=O)N1c1cccc(O)c1 (configuration not stated)
  -4.9%, 5.0, 14.2, 0.8%, -0.6%, -6.0, 3.3%, -14.2, 2.7
> O=C(Nc1cnn(C23CC4CC(CC(C4)C2)C3)c1)c1cnn2cccnc12
  1.7%, 8.4, 19.5, -2.0%, 0.1%, -5.3, 2.1%, 3.6, 26.1

Results in RXFP1 antagonist, D1 potentiator and D1 ag (2 entries from above):
structure	RXFP1 antagonist	D1 potentiator	D1 ag
O=S(=O)(O)c1nnc2sc3ccccc3n12	9.1	-1.7	2.3
O=C(N/C(=C\c1ccc(Br)cc1)C(=O)N1CCCC1)c1ccccc1F	15.8	2.1	1.5
